sPLA2-III inh: Inhibits HGIII-sPLA2 liposome hydrolysis, primary screen | Q9NZ20 | QFRET BODIPY PC-A2 liposome hydrolysis, fluorescence | inhibition, % at 12.2 µM | hit rate 0.56% among 370,000;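 active means inhibition above mean plus 3 SD of compounds lying within the high and low control bounds, cut at about 19% in these data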;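 further: 0% = median of test compound wells and 100% = no enzyme DMSO wells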
Target sequence (Q9NZ20 whole entry, looked up): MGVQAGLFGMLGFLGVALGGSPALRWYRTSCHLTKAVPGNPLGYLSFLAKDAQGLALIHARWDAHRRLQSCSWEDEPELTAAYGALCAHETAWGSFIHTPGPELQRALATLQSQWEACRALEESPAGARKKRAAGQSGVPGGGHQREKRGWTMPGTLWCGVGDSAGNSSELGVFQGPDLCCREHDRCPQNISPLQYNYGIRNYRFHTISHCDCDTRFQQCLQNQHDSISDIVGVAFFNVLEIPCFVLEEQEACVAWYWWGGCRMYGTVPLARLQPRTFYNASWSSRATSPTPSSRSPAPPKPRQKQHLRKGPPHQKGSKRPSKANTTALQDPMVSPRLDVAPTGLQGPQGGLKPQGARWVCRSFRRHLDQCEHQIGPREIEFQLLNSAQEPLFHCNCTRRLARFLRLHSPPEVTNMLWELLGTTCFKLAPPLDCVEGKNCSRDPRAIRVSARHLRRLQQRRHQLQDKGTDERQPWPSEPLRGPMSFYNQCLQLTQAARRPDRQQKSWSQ
GAA850 FXN act: activators of GAA850 frataxin (FXN) promoter; HEK293 lucGAA850 FXN promoter luciferase reporter, 24 h; percent of 10 µM SAHA response; activation, % at 6 µM; hit rate 0.56% among 360,000; AID 540364;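 active means activation above the average of all compounds screened plus 3 SD, cutoff fixed separately per campaign, cut at about 7.5% in these data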;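 further: 0% = DMSO wells and 100% = 10 µM SAHA wells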
ssDAF12 agonist: S. stercoralis DAF-12 activation, primary screen. HEK293 ssDAF-12/GRIP1 lit1-tk-luc reporter, luminescence; % of 3 µM dafachronic acid response. activation, % at 6.8 µM. hit rate 1% among 370,000;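 active means activation above the mean over all tested compounds plus 3 SD, cut at about 0.9% in these data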;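 further: 0% = DMSO-only wells and 100% = 3 µM delta7-dafachronic acid wells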
NR1D1 modulator: Rev-erb alpha (human) modulation | Rev-erbα–FITC-DNA binding, fluorescence polarization, 90 min | activity, % at 10 µM | hit rate 0.79% among 370,000 | P20393;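 active means activity above about 14%, limit read from the data; passing the limit was not always enough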;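 further: 0% = DMSO wells with 35 nM protein and 100% = DMSO wells with 750 nM protein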
DAX1 inh-1: inhibits human nuclear receptor DAX1. P51843. HEK293 Gal4-DAX1 luciferase reporter, luminescence. inhibition, % at 6.75 µM. hit rate 0.99% among 340,000. AID 504766;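 active means inhibition above the mean over all tested compounds plus 3 SD, cut at about 4.2% in these data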;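 further: 0% = DAX1-transfected cells with DMSO and 100% = empty-vector control cells with DMSO; inhibition shows as a rise in luminescence from relieved DAX1 repression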
Target sequence (P51843 207-470 limits assumed): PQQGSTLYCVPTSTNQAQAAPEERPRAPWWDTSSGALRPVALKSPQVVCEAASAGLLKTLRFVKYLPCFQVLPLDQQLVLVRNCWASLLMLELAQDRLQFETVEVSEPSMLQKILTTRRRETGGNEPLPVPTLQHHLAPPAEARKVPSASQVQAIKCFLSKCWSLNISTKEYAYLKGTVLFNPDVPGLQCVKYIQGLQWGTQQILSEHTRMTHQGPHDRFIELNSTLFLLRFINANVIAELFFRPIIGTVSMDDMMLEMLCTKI
hcDAF12 agonist: activates DAF-12 receptor from parasite H. contortus. HEK293 hcDAF-12 lit1-tk-luc reporter, luminescence; 0% DMSO, 100% Δ7-dafachronic acid. activation, % at 6.8 µM. hit rate 1.4% among 370,000;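 active means activation above the mean of all tested compounds plus 3 SD, cut at about 5.5% in these data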;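 further: 100% = response to 3 µM Δ7-dafachronic acid high control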
DAX1 inh-2: DAX1 (NR0B1) inhibition, primary screen; inhibition, % at 6.8 µM; hit rate 1.1% among 370,000; HEK293T StAR-luciferase reporter, SF-1/DAX-1 repression relief; AID 652010;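 active means inhibition above the mean over all tested compounds plus 3 SD, cut at about 3.6% in these data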;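 further: 0% = DAX-1 cells with DMSO and 100% = cells lacking DAX-1 with DMSO; higher inhibition means more luminescence from relief of DAX-1 repression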
PLCb3 inh: PLC-beta3 (human) inhibition, primary screen; Purified PLC-beta3, fluorogenic substrate, fluorescence; inhibition, % at 12.2 µM; hit rate 0.18% among 370,000; AID 720704; in the data active means inhibition above about 11%;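 further: 0% = median of compound wells on plate and 100% = full blocker control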
SMARCA2 activ: SMARCA2 function activation, primary screen | MG213 cells, MMTV-luciferase reporter, dexamethasone, overnight | activation, % at 9.1 µM | hit rate 1% among 370,000; in the data active means activation above about 7.8%;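 further: 0% = vehicle wells and 100% = reference activator wells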
PG9 Ab binder: binds the HIV-1 gp120 antibody PG9; AID 624416; TR-FRET gp120-PG9 antibody binding; hit rate 0.43% among 360,000; inhibition, % at 6.7 µM; in the data active means inhibition above about 8.5%
hgDAF-12 ag: agonists of H. glycines DAF-12 nuclear receptor. HEK293 GAL4-hgDAF12 UAS-luciferase reporter, agonist luminescence; normalized to butyrate control. activation, % at 6.8 µM. hit rate 1.8% among 370,000;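 active means activation above a cutoff set at the mean of all screened compounds plus 3 SD, cut at about 10% in these data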;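 further: 0% = DMSO wells and 100% = sodium butyrate wells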
* = called active by the depositor; · = no result given.

SMILES	sPLA2-III inh	GAA850 FXN act	ssDAF12 agonist	NR1D1 modulator	DAX1 inh-1	hcDAF12 agonist	DAX1 inh-2	PLCb3 inh	SMARCA2 activ	PG9 Ab binder	hgDAF-12 ag
COc1ccc(C(=O)NCCc2nnc(SCC(=O)Nc3ccccc3)n2C)cc1	4	1.8	-0.4	-2	0.5	-1.4	0.4	4	2	-0.8	0.9
Cc1nn(Cc2ccc(C(=O)N3CCN(C(=O)c4ccco4)CC3)o2)c(C)c1[N+](=O)[O-]	4	1.6	-1.2	-1	1.3	-2.2	2.7	-2	-1	-0.9	-0.1
CCOC(=O)C1CCN(C(=O)C(C)(C)NC(=O)Nc2ccc(OC)c(Cl)c2)CC1	2	·	-0.8	3	·	-0.1	·	2	·	·	-1.6
CC(C)(C)C(=O)Nc1ccc(C(=O)CSc2nnc(C3CC3)n2C2CC2)cc1	-13	0.3	-0.6	0	-0.1	-0.2	0.7	0	-1	-1.0	-3.6
O=C(/C=C/c1ccc(F)cc1)OCC(=O)c1ccc[nH]1	-6	1.6	-0.7	4	0.3	-1.5	-1.3	-4	2	-2.3	2.0
O=C(OCCCN1CCC2(CCCCC2)C1=O)c1ccccc1	9	·	-0.9	4	·	-0.9	0.7	-2	-2	·	-0.8
O=C(NNS(=O)(=O)c1ccccc1)c1ccc([N+](=O)[O-])cc1	-1	1.5	-1.6	3	0.4	-0.6	-0.3	-5	-2	0.2	0.3
CCCCn1c(N)c(N(CCOC)C(=O)CSc2nc3ccc(C)cc3[nH]2)c(=O)[nH]c1=O	1	-0.2	-0.9	-3	1.2	-0.8	-0.2	5	3	1.0	0.6
CC(=O)Nc1ccc2nc(NC(=O)COc3ccccc3)sc2c1	3	0.9	-1.4	3	-0.7	-0.2	-0.2	-3	-4	-0.1	2.1
CCCCCCCNC(=O)CC(NS(=O)(=O)c1ccc(NC(C)=O)cc1)C(C)C (stereo not drawn)	-7	1.5	-1.0	2	-0.5	-1.1	0.1	3	2	0.1	0.0
C/C(=N\NC(=O)C1CC1(C)c1ccccc1)c1ccco1 (stereo not drawn)	1	1.5	-0.8	0	-0.2	-0.5	-0.5	0	2	1.5	-0.9
COc1ccc(S(=O)(=O)N2CCCC(C(=O)NCc3ccccn3)C2)cc1Cl (stereo not drawn)	0	-0.1	-2.2	3	-0.5	0.5	-0.4	0	-3	-1.5	-2.2
CCc1cc2cc(OC)ccc2nc1SCC(=O)Nc1cc(OC)c(OC)cc1C(=O)O	-13	-0.9	-1.8	-7	0.5	-0.5	0.4	-33	-6	-4.8	0.9
Cn1c(SCc2ccccc2C#N)nc2ccccc2c1=O	-4	1.8	-0.3	4	0.7	0.9	0.4	-14	1	-0.2	0.7
O=C1CCCN2N=C(SCC(=O)N3CCCCC3)SC2=N1	4	-0.4	-1.0	1	-1.8	-0.8	0.2	-9	-4	-0.6	-1.5
COc1cc(/C=C2\SC(=S)N(NC(=O)c3ccccc3OC)C2=O)ccc1O	3	-0.4	-0.8	9	2.1	-0.1	-0.2	-19	1	-5.9	0.3
COc1ccc(CCNC(=O)c2ccc(CS(=O)(=O)Cc3cccc(C)c3)o2)cc1OC	6	-0.1	-1.5	6	-1.4	-4.0	-1.1	-6	-3	-1.0	-6.0
Cc1c(C(=O)NCc2ccc(Cl)c(Cl)c2)sc(=O)n1Cc1ccc(S(C)(=O)=O)cc1	-35	-3.5	-3.2	3	·	-6.2	-5.8	2	-2	-3.5	-11
CC1CCN(CCC(=O)Nc2nccs2)CC1	5	0.4	-1.5	-3	2.1	0.9	-0.4	-7	-2	1.1	-2.1
CC1(C)CC2(CCO1)OC(=O)CC2C(=O)Nc1cccc2ccccc12 (stereo not drawn)	2	-2.6	-0.9	-3	-0.9	-0.7	-1.0	5	1	2.0	-0.8
COC(=O)[C@H]1C[C@@]2(N3CCCCC3)c3ccccc3N[C@H]2N1S(=O)(=O)c1ccc(C)cc1	12	·	-1.3	0	·	0.2	-0.9	-4	-4	·	-0.5
O=C(Nc1ccccc1)c1ccc(S(=O)(=O)NCc2cccnc2)cc1	-2	-0.5	-1.3	1	-2.9	-3.2	-0.8	-93	-6	-2.3	-4.9
CC(C)c1nc2ccc(Br)cn2c1NC1CCCC1	8	-0.9	-0.9	5	-0.9	-1.6	-0.7	-5	-3	-2.5	-4.2
C/C=C(/C)C(=O)O[C@@H]1c2c(ccc3ccc(=O)oc23)O[C@@H]1C(C)(C)OC(C)=O	5	-1.9	-1.3	2	1.4	-0.5	1.0	-8	0	-0.7	-1.6
Cc1ccc(C)c(OCCCC(=O)Nc2ccccc2C(N)=O)c1	-4	1.5	-1.3	0	-1.4	1.2	-0.2	-7	-1	-1.4	1.1
SMILES	sPLA2-III inh	GAA850 FXN act	ssDAF12 agonist	NR1D1 modulator	DAX1 inh-1	hcDAF12 agonist	DAX1 inh-2	PLCb3 inh	SMARCA2 activ	PG9 Ab binder	hgDAF-12 ag
O=C(NCc1ccccc1)c1cc(C2CCCCN2C(=O)c2cccs2)on1 (stereo not drawn)	3	-1.1	-1.5	9	·	-0.2	-0.7	0	-4	0.5	-1.8
CC(Sc1ccc(S(=O)(=O)N2CCN(C)CC2)cn1)C(=O)NC1CCCC(C)C1C (stereo not drawn)	7	0.4	-1.4	0	0.9	-0.4	-0.7	2	0	0.8	0.2
Nc1cc2c(cc1Cl)-c1ccccc1C2=NO	-26	7.0	-0.7	-3	2.5	0.9	0.1	-5	1	1.6	16*
CC(C(=O)N1CCCC1)N1CCN(S(=O)(=O)c2ccccc2)CC1 (stereo not drawn)	5	0.3	-1.0	-5	-0.4	0.9	-0.4	-8	-2	4.4	-0.3
CCCN=C1N(CC)C[C@@H]2[C@@H]3C(=O)N(C)C(=O)[C@@H]3[C@](CC)(C(=O)OC)N12	10	0.5	-0.2	-4	0.7	0.3	-0.3	-1	-1	0.0	1.0
Cc1ccc(C(NC(=O)C2CCN(Cc3ccc(Oc4ccccc4)cc3)CC2)c2ccccn2)cc1 (stereo not drawn)	-12	-0.9	-1.1	-2	·	-1.0	0.4	1	-1	-0.4	7.3
CCOC(=O)c1cnc(C(C)(C)C)[nH]c1=O	4	0.7	-1.3	-2	1.1	-0.8	0.6	4	2	1.4	-0.2
CC1(C)CC(=O)C=C(N2CCNCC2)C1	2	-1.5	-1.2	-1	0.2	0.5	-0.3	-2	-3	1.0	0.0
Cc1csc2ncnc(N3CCN(C(=S)Nc4ccc(C(F)(F)F)cc4)CC3)c12	8	-0.5	-1.3	8	·	-2.3	-0.6	-1	-2	2.1	-1.4
COc1cc(NC(=S)N2CCCC(C)C2)cc(OC)c1OC (stereo not drawn)	4	-1.2	-1.1	-3	-0.7	1.0	0.0	4	3	-2.0	-1.8
CCN1C(=O)CC(NC2CCN(C(=O)c3ccc(F)cc3)CC2)C1=O (stereo not drawn)	0	-0.1	-1.2	-5	1.3	-1.5	1.6	-3	0	-0.6	1.0
CCNc1cc(Nc2c(C)n(C)n(-c3ccccc3)c2=O)c([N+](=O)[O-])c2nonc12	5	-0.3	-1.6	4	-0.5	-1.6	0.1	-7	0	-0.6	1.1
Cn1ccc2c(-c3ccc(CO)cc3)cc3c(c21)C1CCC3C1 (stereo not drawn)	-28	·	-1.2	11	·	-1.5	-1.8	-140	5	0.2	1.4
CCCCSCCCNC(=O)Nc1cccc(OC)c1	2	0.0	-1.2	-7	0.0	0.7	-0.7	-1	0	-0.6	1.7
c1ccc(-c2nnc(SCc3nc4ccccc4[nH]3)o2)cc1	5	-3.0	-0.9	-3	-1.2	-2.0	-1.2	-83	-5	1.7	-3.6
Cc1c(C(N)=O)c(-c2ccccc2)nn1-c1ccccc1	6	2.8	-0.9	-6	0.2	1.1	0.0	-1	-5	0.6	4.1
COC(=O)c1ccccc1NC(=O)CSc1nnc(-c2cccc(NC(C)=O)c2)n1C	5	-0.1	-1.3	5	-1.3	-1.7	1.2	4	2	1.8	4.0
CSc1ncccc1C(=O)OCC(=O)Nc1ccc(C)c(S(=O)(=O)N2CCOCC2)c1	-15	0.6	-1.2	1	-1.9	-0.4	-1.6	1	-3	0.1	2.9
O=C(O)c1ccc2nc(C(F)(F)F)[nH]c2c1	5	-1.2	-1.4	0	0.3	-0.5	0.3	1	3	-1.6	1.5
C/C=C/c1ccc(OCCn2nnc3ccccc32)c(OC)c1	-20	3.9	-1.4	-7	-0.1	-1.6	-0.3	-4	1	-1.4	-0.5
CCCCn1c(N)c(N(CCOC)C(=O)CN2C(=O)NC3(CC(C)CC(C)(C)C3)C2=O)c(=O)[nH]c1=O (stereo not drawn)	11	2.7	-1.2	0	-0.3	0.0	2.3	-5	-1	0.2	0.4
CC1=C(C(=O)Nc2ccccn2)C(c2ccc(Br)cc2)n2ncnc2N1 (stereo not drawn)	-5	1.7	-0.6	0	-0.2	5.5	0.8	-1	1	2.6	4.0
CCOC(=O)C1CCCN(C(=O)c2cnn3c(C(F)F)cc(-c4ccc(C)cc4)nc23)C1 (stereo not drawn)	8	0.8	-1.8	2	0.8	-2.3	-0.9	-214	-2	-1.8	1.1
CCc1cccc(C)c1NC(=O)COC(=O)C1CC(=O)N(CCc2ccc(OC)c(OC)c2)C1 (stereo not drawn)	3	0.6	-0.9	-2	1.3	0.1	1.6	-6	-1	-3.5	1.2
Cc1ccc2nc(Cl)c(CN(Cc3cccs3)C(=O)C3CC3)cc2c1	-4	1.0	-2.2	2	-1.7	-2.4	0.3	-2	-2	-0.1	1.8
SMILES	sPLA2-III inh	GAA850 FXN act	ssDAF12 agonist	NR1D1 modulator	DAX1 inh-1	hcDAF12 agonist	DAX1 inh-2	PLCb3 inh	SMARCA2 activ	PG9 Ab binder	hgDAF-12 ag
N#Cc1c2n(c3c(=O)[nH]cnc13)CCCC2	1	-1.7	-0.2	-2	2.9	-0.5	0.1	-7	9.3*	-1.7	1.8
CCCNC(=O)C(Cc1cccc(Cl)c1)NC(=O)c1ccc(C#N)cc1 (stereo not drawn)	-1	2.0	-1.4	0	1.8	-1.1	0.8	1	1	-0.9	-0.2
Cc1nn(-c2ccccc2)c(C)c1-c1nnc(-c2c(C)nn(-c3ccccc3)c2C)o1	4	1.2	-1.0	-1	1.8	-0.6	-0.2	-2	-3	1.0	-1.4
Cc1ccc(C(=O)NC2CCCCN(Cc3cccc(F)c3)C2=O)cc1 (stereo not drawn)	3	·	-1.4	4	·	1.8	0.3	7	3	·	5.4
CCOc1cc(C#N)c(NC(=O)c2ccnn2C)cc1OCC	5	0.2	-0.8	-1	-0.2	1.4	-0.3	3	0	-1.5	-1.1
CCOC(=O)C1=C(C)N=c2s/c(=C/c3cccc(OCC(=O)O)c3)c(=O)n2C1c1ccc(F)cc1 (stereo not drawn)	-42	·	-1.7	-8	·	-1.6	0.1	-8	-2	0.8	1.4
N#C/C(=C/c1ccc2c(c1)OCO2)C(=O)Nc1ccc(O)cc1	-9	2.3	-1.2	-9	0.8	0.8	-1.4	-5	5	-1.0	8.2
Cn1nnnc1SCC(=O)Nc1ccccc1-c1ccccc1	-1	1.0	-1.0	-6	1.0	1.0	1.2	9	1	-1.3	0.9
